STAT1 blocker = inhibitors of IFN-gamma induced STAT1 signaling. NIH 3T3 STAT1-luciferase reporter, luminescence. inhibition, % at 5.5 µM. 200,000 compounds, 0.35% hits. AID 920;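 active = inhibition above a set limit, the mean inhibition across all tested compounds plus 3 SD, cut at about 34% in these data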;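 note: 0% = IFN-gamma with DMSO and 100% = IFN-gamma with 300 µM nifuroxazide; values of inactives mirror those of a sister screen read the other way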
FLuc inhib CS = counter-screen for luciferase assay inhibitors: firefly luciferase inhibition. 200,000 compounds, 1.5% hits. ATPLite firefly luciferase biochemical luminescence, 10 min. inhibition, % at 10 µM. P08659;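 active = inhibition above about 50% when tested at 10 µM, limit read from the data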
Target sequence (P08659 whole entry, looked up): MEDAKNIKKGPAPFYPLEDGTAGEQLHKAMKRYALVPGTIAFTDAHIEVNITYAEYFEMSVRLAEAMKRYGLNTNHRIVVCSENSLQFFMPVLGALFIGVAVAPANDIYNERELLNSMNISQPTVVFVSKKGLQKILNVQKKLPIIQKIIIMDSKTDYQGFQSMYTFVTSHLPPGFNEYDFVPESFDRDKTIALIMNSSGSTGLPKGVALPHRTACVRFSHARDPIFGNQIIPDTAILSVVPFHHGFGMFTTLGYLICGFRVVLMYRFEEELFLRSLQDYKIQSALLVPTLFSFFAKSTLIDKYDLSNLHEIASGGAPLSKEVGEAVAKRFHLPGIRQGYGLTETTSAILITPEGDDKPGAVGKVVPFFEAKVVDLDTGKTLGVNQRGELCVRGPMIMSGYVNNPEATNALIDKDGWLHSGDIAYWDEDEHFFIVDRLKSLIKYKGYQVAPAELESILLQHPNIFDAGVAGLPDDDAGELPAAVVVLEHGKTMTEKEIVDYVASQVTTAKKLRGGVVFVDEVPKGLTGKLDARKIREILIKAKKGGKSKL
ROMK mod = human ROMK K+ channel modulation, primary screen; P48048; Tet-inducible ROMK, thallium flux fluorescence; actives lie on both sides; B-score at 10 µM; 130,000 compounds, 2% hits;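 active = signal ratio slope over the read window, or its plate-corrected B-score, at least 3 SD from the plate mean, either direction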;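 note: B-score of the F/F0 ratio slope over 7 to 12 s after thallium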
Target sequence (P48048 whole entry, looked up): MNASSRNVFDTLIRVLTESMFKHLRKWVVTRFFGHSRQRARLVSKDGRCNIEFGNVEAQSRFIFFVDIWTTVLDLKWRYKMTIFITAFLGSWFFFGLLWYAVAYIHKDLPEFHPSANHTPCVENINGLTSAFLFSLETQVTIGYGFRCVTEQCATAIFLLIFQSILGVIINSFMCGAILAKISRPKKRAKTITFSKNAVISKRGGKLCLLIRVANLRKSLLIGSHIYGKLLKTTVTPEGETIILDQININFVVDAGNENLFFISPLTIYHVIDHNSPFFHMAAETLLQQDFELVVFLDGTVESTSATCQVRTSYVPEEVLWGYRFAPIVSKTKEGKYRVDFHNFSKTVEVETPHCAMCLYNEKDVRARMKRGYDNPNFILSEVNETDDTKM
FLuc stim CS = firefly luciferase counter-screen for stimulation assays; P08659; ATPlite luciferase biochemical, luminescence, 10 min; 0 = ATP-free wells, 1 = DMSO control; activation factor at 10 µM; 200,000 tested, under 10 active; AID 1027;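 active = luciferase activation factor, scaled between plate controls, of at least 2 with compound at 10 µM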
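assay system = Luciferase/luciferin detection reagent, cell-free biochemical luciferase assay | also added = ATP substrate | times = 10 min post-reagent at room temperature | measured by = luminescence from luciferase reaction | measure = luciferase activation, seen as luminescence increase over controls | benchmarks = low control with PBS replacing ATP, high control enzyme plus ATP without compound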
STAT3 inh = inhibitors of IL-6 induced STAT3 signaling; U3A cells, IL-6 STAT3-luciferase reporter, luminescence; host cell line lacks STAT1; inhibition, % at 5.5 µM; 190,000 compounds, 0.89% hits; AID 862;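 active = inhibition above the mean inhibition across all screened compounds plus 3 SD, cut at about 44% in these data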;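 note: 0% = DMSO only wells and 100% = 100 µM nifuroxazide control wells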
STAT1 act = activators of IFN-gamma induced STAT1 signaling; NIH 3T3 STAT1-luciferase reporter, luminescence; 100% = IFN-gamma alone, no compound; activation (% of control), % at 5.5 µM; 200,000 compounds, 2.6% hits;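 active = activation above the screen-wide mean activation plus 3 SD, cut at about 130% in these data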;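 note: raw ratio to IFN-gamma control signal so 100% means no change and 0% no light; values of inactives mirror those of a sister screen read the other way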
APP transl inh = APP translation inhibition; SH-SY5Y APP 5'UTR-luciferase reporter, luminescence; inhibition, % at 2 µM; 190,000 compounds, 0.82% hits; AID 1285;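 active = inhibition above a set limit, derived from the sample mean plus 3 SD, cut at about 45% in these data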; note: values of inactives mirror those of a sister screen read the other way
NF-kB expr up = NF-kB expression increase, human neuronal cells; NF-kB reporter expression; hits give high values; fold change at 12.5 µM; 190,000 compounds, 1.6% hits; in the data active = fold change above about 3.3
STAT3 act = STAT3 signaling activation. AID 871. activation (% of control), % at 5.6 µM. U3A cells, IL-6 STAT3-luciferase reporter, luminescence; 100% = signal with IL-6 EC80 alone. 190,000 compounds, 0.91% hits;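 active = activation above the screen-wide mean of compound activation plus 3 SD, cut at about 130% in these data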;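 note: 0% = background luminescence of wells with medium and substrate only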
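Material: STAT1-lacking human U3A cells, STAT3 luciferase reporter | Benchmarks: IL-6-only wells as 100% reference | Probe or stimulus: IL-6 (33 ng/mL) | Timing: Compound 1 h, then IL-6 6 h at 37 °C | Detection: Luminescence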
APP 5'UTR act = activates APP 5'UTR luciferase reporter | SH-SY5Y APP 5'UTR luciferase reporter, luminescence; zero percent = DMSO vehicle wells | activation, % at 2 µM | 190,000 compounds, 1% hits;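 active = activation above a set limit, based on mean plus 3 SD of controls, cut at about 140% in these data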; note: values of inactives mirror those of a sister screen read the other way
Active calls of the source: *; · = not tested or not shown.

The opening 2 records, to show the layout:
SMILES	STAT1 blocker	FLuc inhib CS	ROMK mod	FLuc stim CS	STAT3 inh	STAT1 act	APP transl inh	NF-kB expr up	STAT3 act	APP 5'UTR act
Cc1nc(SC2CC(=O)N(c3ccc([N+](=O)[O-])cc3)C2=O)nc2c1CCCC2 (configuration not stated)	-2	-4	·	1	9	101	-2	1.1	101	3
O=S(=O)(NCc1cccnc1)c1ccc(Br)s1	0	-4	-0.07	1	8	100	9	1.1	100	-9

This part in full, previewed entries included:
SMILES	STAT1 blocker	FLuc inhib CS	ROMK mod	FLuc stim CS	STAT3 inh	STAT1 act	APP transl inh	NF-kB expr up	STAT3 act	APP 5'UTR act
Cc1nc(SC2CC(=O)N(c3ccc([N+](=O)[O-])cc3)C2=O)nc2c1CCCC2 (configuration not stated)	-2	-4	·	1	9	101	-2	1.1	101	3
O=S(=O)(NCc1cccnc1)c1ccc(Br)s1	0	-4	-0.07	1	8	100	9	1.1	100	-9
CCCCOC(=O)CSc1nnc(-c2ccc(Cl)cc2Cl)o1	2	-1	0.017	1	5	98	1	1.1	103	-1
COc1ccc(N2CCN(CC(=O)Nc3nnc(-c4ccccc4)s3)CC2)cc1	4	2	·	1	4	96	1	1.3	99	-1
CSc1nnc2c3cc(C)ccc3n(Cc3ccccc3)c2n1	13	-4	·	1	-1	86	17	1.5	106	-17
COC(=O)C(C(=O)OC)c1ccc(N)cc1	-2	-5	-1.6	1	6	101	14	1.1	97	-14
Fc1ccccc1C(c1nnnn1C1CCCC1)N1CCN(Cc2ccccc2)CC1 (configuration not stated)	-11	-3	·	1	10	110	-10	1	96	10
O=C(O)Cc1ccc(Oc2ncc(C(F)(F)F)cc2Cl)cc1	8	-1	-0.35	1	4	93	-9	0.93	98	9
CCOCC(=O)Nc1cc(C(=O)Nc2cc(C)cc(C)c2)ccc1Cl	-11	5	-0.28	1	2	108	1	1.6	103	-1
CC(=O)NC1=NC(=O)C(C)S1 (configuration not stated)	10	-7	·	1.1	7	91	14	1.1	97	-14
Cc1ccc(SC(C)C(=O)NCCC2=CCCCC2)cc1 (configuration not stated)	6	-6	·	1.1	1	94	16	1.1	95	-16
CC(Oc1ccccc1)C(=O)Nc1cccc(-c2nc3ccccc3[nH]2)c1 (configuration not stated)	-18	5	·	1	7	116	0	0.57	95	-1
O=C(NCCSc1ccccc1)c1ccccc1	-46	6	·	0.9	0	142*	-171	4.7*	102	171*
CCOC(=O)N1CCN(S(=O)(=O)c2c(C)nn(C)c2C)CC1	-1	-8	-0.16	1.1	3	101	-17	0.96	99	17
O=C(Nc1ccc2c(c1)OCO2)c1ccc(S(=O)(=O)N2CCCC2)cc1	11	-5	-0.17	1.1	7	88	11	1.1	98	-11

The final 2 entries of the part before come first, to join the parts:
SMILES	STAT1 blocker	FLuc inhib CS	ROMK mod	FLuc stim CS	STAT3 inh	STAT1 act	APP transl inh	NF-kB expr up	STAT3 act	APP 5'UTR act
CCOC(=O)N1CCN(S(=O)(=O)c2c(C)nn(C)c2C)CC1	-1	-8	-0.16	1.1	3	101	-17	0.96	99	17
O=C(Nc1ccc2c(c1)OCO2)c1ccc(S(=O)(=O)N2CCCC2)cc1	11	-5	-0.17	1.1	7	88	11	1.1	98	-11
O=C(Cc1ccccc1)Nc1nnc(-c2ccco2)s1	-4	1	0.052	1	21	104	-10	1.7	85	10
COc1cc2c(cc1OC)CN(c1nc(CN3CCCCC3)nc3sc4c(c13)CCCC4)CC2	8	-4	-2.6*	1	-3	93	-3	0.58	102	3
CC(=O)c1ccc(-n2nncc2C)cc1	4	-9	·	1.1	2	97	0	1.2	101	0
O=C1CC(c2ccc(S(=O)(=O)NC3CC3)cc2)CN1 (configuration not stated)	-6	-6	·	1.1	10	105	4	1.1	99	-4
Cc1cc(/C=c2/sc3nc4ccccc4n3c2=O)c(C)n1-c1ccccn1	86*	90*	0.2	0.1	104*	23	60*	0.17	13	-60
Cc1noc(NS(=O)(=O)c2ccc(N/C=C\C(=O)c3ccc(F)cc3)cc2)c1C	-15	5	3.9*	0.9	5	112	-12	1.2	102	12
CS(=O)(=O)Nc1ccc(C2=NN(C(=O)c3ccco3)C(c3ccccc3)C2)cc1 (configuration not stated)	13	-4	0.12	1	24	88	-3	0.82	81	3
O=C(COC(=O)c1n[nH]c(=O)c2ccccc12)c1ccc(Cl)cc1	5	14	-0.32	0.9	9	95	-2	1.2	99	2
Cc1nn(C(=O)CNC(=O)c2ccccc2)c(C)c1C	-15	8	-0.84	0.9	24	113	8	0.91	87	-8
CC(=O)c1c(O)c(C)c(-c2ccccc2)n(-c2ccccc2)c1=O	7	-7	·	1.1	6	93	-1	0.97	99	1
CC1(C)Cc2c(ccc3ccccc23)C(c2cc3ccccc3oc2=O)=N1	10	-2	·	1	-33	91	-1	1.1	129	1
c1ccc(-c2cc3c(nn2)CCc2nonc2-3)cc1	-5	-3	·	1	26	104	-10	1.2	80	10
CCOC(=O)C(Cc1ccc(NC(=O)/C(=C/c2ccccc2)NC(=O)c2ccccc2)cc1)N1C(=O)c2ccccc2C1=O (configuration not stated)	-3	-1	·	1	11	103	4	0.87	100	-4
CC1CCN(C(=O)c2ccc3c(c2)OCCO3)CC1	-22	6	·	0.9	3	120	-12	1.6	101	12
CCN1C(=O)CC(Sc2ccccc2C(=O)O)C1=O (configuration not stated)	-2	-8	·	1.1	5	102	18	1.1	97	-18
O=C(O)Cn1cc(C(=O)c2cccs2)c2ccccc21	-8	-7	·	1.1	-21	117	18	1.2	121	-18
COc1ccc(N=C2SC(CC(=O)Nc3ccccc3)C(=O)N2CCc2ccccn2)cc1 (configuration not stated)	-4	-5	0.024	1.1	13	103	6	0.8	96	-6
CCOC(=O)c1cnn(C(=O)c2ccccc2)c1N	7	28	0.71	0.7	0	94	0	1.1	100	-1
CCc1cccc(NC(=O)NC2CCCCC2)c1	-15	2	·	1	-1	105	-17	1.3	102	17
COC(=O)c1ccccc1NC(=O)c1cccs1	8	-2	0.23	1	13	93	4	1.3	92	-4
Cn1c(=O)c2[nH]c(CN(Cc3ccccc3)Cc3ccccc3)nc2n(C)c1=O	6	-4	·	1	10	95	-29	1.4	96	29
O=C(O)COn1c(-c2ccccc2)nc2ccc([N+](=O)[O-])cc21	-48	18	-0.81	0.8	-7	143*	-39	0.91	113	39
COc1ccccc1CNC(=O)C1CCCN1S(=O)(=O)c1cccc2cccnc12 (configuration not stated)	4	-4	·	1	-5	97	0	0.85	112	0
COc1ccc(C(NC(=O)c2ccc(-c3ccccc3)cc2)c2ccccc2)cc1 (configuration not stated)	3	-2	·	1	-22	97	-16	1.3	129	16
O=C(CCOc1ccccc1)Nc1ccccc1[N+](=O)[O-]	-19	3	0.068	1	18	116	-10	1.5	93	10
CCOC(=O)c1ccc(NC(=O)C(=O)NCc2ccccn2)cc1	-6	1	0.43	1	2	105	0	1.5	103	0
O=C(NC(=O)c1ccccc1F)Nc1nc(-c2cccs2)cc(C(F)(F)F)n1	4	-2	0.41	1	-1	97	7	0.71	101	-7
COc1ccc(OC)c(S(=O)(=O)N2CCN(c3c(C)cccc3C)CC2)c1	-4	-7	·	1.1	10	104	2	0.98	96	-2
O=C(N/N=C/c1ccc[nH]1)c1ccc2c(c1)OCO2	-7	73*	0.57	0.3	11	105	-17	1	96	17
CC(C)c1ccc(-c2c(C#N)c(N)nc(SCC(=O)N3CCCCCC3)c2C#N)cc1	1	-6	0.31	1.1	3	99	4	1.5	95	-4
O=C(CSc1nnc(-c2cnccn2)n1Cc1ccco1)c1ccc(Cl)cc1	7	-3	·	1	6	93	3	0.9	98	-3
CC1=C(C(=O)OCC2CCCO2)C(c2ccncc2)C2=C(CCCC2=O)N1 (configuration not stated)	7	-2	0.081	1	10	94	-7	0.98	98	7
O=C(OCC(=O)N1CCCc2ccccc21)c1cccnc1Cl	-5	-5	·	1	-4	105	-4	1.1	99	4
CCN1C(=O)C(CC(=O)Nc2ccccc2)N(Cc2ccccn2)C1=S (configuration not stated)	6	-3	0.067	1	-2	93	-15	1.3	104	15
O=C(CN1CCN(Cc2ccc(Cl)cc2)CC1)N/N=C/c1ccncc1	5	1	-0.0078	1	-4	98	12	1.2	101	-12
CCC1C(c2ccccc2)N(C)C(c2ccccc2)CC1(O)c1ccccc1 (configuration not stated)	-4	-6	·	1.1	-7	102	1	1.7	109	-1
OC1(c2ccc(OC(F)F)cc2)CSC(=Nc2cccnc2)N1C1CC1 (configuration not stated)	15	-3	·	1	53*	87	2	0.96	60	-3
O=C(O)c1ccccc1NC(=S)NC(NC(=O)c1ccccc1[N+](=O)[O-])C(Cl)(Cl)Cl (configuration not stated)	-4	-10	·	1.1	12	104	-3	0.98	100	3
O=C(Nc1cccnc1)Nc1ccccn1	-2	-2	·	1	20	102	11	1.2	86	-11
O=C(NCCCN1CCc2ccccc2C1)C1CCN(c2nnc(-n3cccc3)s2)CC1	8	0	·	1	-1	93	-14	0.94	101	14
Cc1ccc(SCC(=O)NCCC2=CCCCC2)cc1	-9	-3	-2.4	1	-6	108	-10	1.4	110	10
CNc1ccccc1C(C)(C)c1cc(-c2ccc(F)cc2)no1	-2	-8	·	1.1	46*	102	-13	0.91	62	13
N#CC1=C(N)N2C(=C(C#N)C13CCN(Cc1ccccc1)CC3)Nc1ccccc12	-5	-6	·	1.1	5	104	-3	0.97	101	3
O=C(NCc1ccc(F)cc1)c1cc(S(=O)(=O)N2CCOCC2)ccc1F	0	3	·	1	0	100	-23	1.2	102	23
O=C(Nc1ccccc1)N1CCSc2cc(Cl)ccc21	10	-5	·	1.1	11	91	6	1.1	99	-6

Compounds shown so far with a CF3 group (2):
SMILES	STAT1 blocker	FLuc inhib CS	ROMK mod	FLuc stim CS	STAT3 inh	STAT1 act	APP transl inh	NF-kB expr up	STAT3 act	APP 5'UTR act
O=C(O)Cc1ccc(Oc2ncc(C(F)(F)F)cc2Cl)cc1	8	-1	-0.35	1	4	93	-9	0.93	98	9
O=C(NC(=O)c1ccccc1F)Nc1nc(-c2cccs2)cc(C(F)(F)F)n1	4	-2	0.41	1	-1	97	7	0.71	101	-7

Taken from the listing, 4 compounds:
SMILES	STAT1 blocker	FLuc inhib CS	ROMK mod	FLuc stim CS	STAT3 inh	STAT1 act	APP transl inh	NF-kB expr up	STAT3 act	APP 5'UTR act
O=C(CSc1nnc(-c2cnccn2)n1Cc1ccco1)c1ccc(Cl)cc1	7	-3	·	1	6	93	3	0.9	98	-3
CC1=C(C(=O)OCC2CCCO2)C(c2ccncc2)C2=C(CCCC2=O)N1 (configuration not stated)	7	-2	0.081	1	10	94	-7	0.98	98	7
O=C(OCC(=O)N1CCCc2ccccc21)c1cccnc1Cl	-5	-5	·	1	-4	105	-4	1.1	99	4
CCN1C(=O)C(CC(=O)Nc2ccccc2)N(Cc2ccccn2)C1=S (configuration not stated)	6	-3	0.067	1	-2	93	-15	1.3	104	15

Bioassay records as filed in PubChem BioAssay.
